FBPA Giardia inh: qHTS Assay for Inhibitors of Fructose-1,6-bisphosphate Aldolase from Giardia Lamblia; A8B2U2; purified Giardia FBPA; Potency, µM (doses to about 59.6 µM), for inactives: at the highest dose activity, negative = inhibition, actives largely listed as inhibitors; 0.71% of 290,000 active; also: potency is read from the fitted curve at half-maximal effect; nearly all actives have a fitted effect of over 55% in size
Target sequence (A8B2U2 whole entry, looked up): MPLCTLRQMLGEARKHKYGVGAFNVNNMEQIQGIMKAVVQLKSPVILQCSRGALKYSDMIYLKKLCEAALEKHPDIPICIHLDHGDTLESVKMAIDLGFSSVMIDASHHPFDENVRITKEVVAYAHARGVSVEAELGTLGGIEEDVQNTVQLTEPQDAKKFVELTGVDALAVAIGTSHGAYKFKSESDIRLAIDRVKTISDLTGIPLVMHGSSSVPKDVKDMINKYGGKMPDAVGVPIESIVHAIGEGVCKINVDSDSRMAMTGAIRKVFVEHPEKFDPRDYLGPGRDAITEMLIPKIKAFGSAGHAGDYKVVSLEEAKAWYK
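Giardia FBPA (40 nM reagent) was preincubated 10 min at RT with compound (up to 57.5 uM final), then substrate plus GAPDH/TPI/NAD/arsenate coupling system with diaphorase/resazurin was added; resorufin fluorescence (525/598 nm) was read after 20 min.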
AmpC detergent: qHTS Inhibitors of AmpC Beta-Lactamase (assay with detergent) | P00811 | AmpC hydrolysis of nitrocefin, absorbance 480 nm, 0.01% Triton | Potency, µM (highest dose often 114 µM), without a hit: at the top dose activity change, negative = inhibition, most hits filed as inhibitors | 0.041% of 370,000 active;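 also: potency is read from the fitted curve at half-maximal effect; 0% = no-compound wells and -100% = no-enzyme wells; nearly all actives have a fitted effect of over 25% in size; some results filed as inactive show a strong effect at the top dose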
Target sequence (P00811 whole entry, looked up): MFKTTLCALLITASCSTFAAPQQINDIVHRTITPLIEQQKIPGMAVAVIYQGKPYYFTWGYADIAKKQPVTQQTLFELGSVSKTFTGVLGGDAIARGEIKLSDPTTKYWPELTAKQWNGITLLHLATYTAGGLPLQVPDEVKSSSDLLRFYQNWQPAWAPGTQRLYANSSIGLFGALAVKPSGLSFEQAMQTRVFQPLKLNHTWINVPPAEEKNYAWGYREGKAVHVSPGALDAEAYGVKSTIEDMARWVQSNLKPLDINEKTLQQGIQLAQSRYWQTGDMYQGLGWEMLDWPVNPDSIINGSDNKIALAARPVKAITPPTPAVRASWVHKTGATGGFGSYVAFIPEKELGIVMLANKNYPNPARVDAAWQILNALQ
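AmpC (5.3 nM in the dispensed reagent) in 20 mM phosphate pH 7.0 with 0.01% (detergent screen) or 0.0001% Triton X-100 was preincubated with compounds for 15 min at room temperature. Nitrocefin was then added from an 800 uM solution, and hydrolysis was followed at 480 nm.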
AMA1-RON2 inh: qHTS for Inhibitors of AMA1-RON; Towards Development of Antimalarial Drug Lead: Primary Screen; AlphaScreen AMA1-biotinylated RON2 peptide binding; Potency, µM (highest dose often 58.2 µM), inactives show top-dose activity change, negative = inhibition, most hits filed as inhibitors; 0.2% of 360,000 active;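 also: potency is read from the fitted curve at half-maximal effect; 0% = vehicle wells and -100% = peptide control; nearly all actives have a fitted effect of over 45% in size; some results filed as inactive show a strong effect at the top dose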
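AMA1 (3D7) with his tag at 25 nM final met compounds first, then biotinylated RON2 peptide at 25 nM; detection used donor plus acceptor beads, 10 µg/mL apiece, read by AlphaScreen after 30 min at room temperature.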
Sm TGR inh: qHTS Assay for the Inhibitors of Schistosoma Mansoni Peroxiredoxins; Schistosoma mansoni thioredoxin glutathione reductase (TGR), Q962Y6; purified TGR, DTNB reduction, TNB absorbance 405 nm; Potency, µM (series often up to 114 µM), without a hit: top-dose activity change, negative = inhibition, most hits filed as inhibitors; 3% of 360,000 active; also: potency is read from the fitted curve at half-maximal effect; nearly all actives have a fitted effect of over 60% in size
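Kinetic colorimetric format: TGR-catalysed, NADPH-driven DTNB reduction monitored via TNB absorbance. Enzyme dispensed at 20 nM; compound exposure 15 min at room temperature before reaction start.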
AmpC inh no detg: qHTS Inhibitors of AmpC Beta-Lactamase (assay without detergent); Potency, µM (top dose mostly 57.1 µM), without a hit: at the highest dose activity change, negative = inhibition, actives largely listed as inhibitors; P00811; 0.52% of 330,000 active; AmpC nitrocefin hydrolysis, absorbance 480 nm, 0.0001% Triton;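 also: potency is read from the fitted curve at half-maximal effect; plate controls were no compound for no effect and no enzyme for full effect; nearly all actives have a fitted effect of over 20% in size; some results filed as inactive show a strong effect at the top dose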
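AmpC (5.3 nM in the dispensed reagent) in 20 mM phosphate pH 7.0 with 0.01% (detergent screen) or 0.0001% Triton X-100 was preincubated with compounds for 15 min at room temperature. Nitrocefin was then added from an 800 uM solution, and hydrolysis was followed at 480 nm.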
HCMV inh: qHTS Assay for inhibitors of the human cytomegalovirus (HCMV); HFF cells, HCMV-luciferase reporter, 72 h; hits give low values; AID 1259415, 2018; activity change, negative = inhibition, % at 57.5 µM; 4.5% of 410,000 active; in the data active = activity change below about -60%; inconclusive = no clear call, values can overlap the other calls; inactive = above about -39%
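Inhibition of viral replication was scored as loss of reporter luminescence in HFFs infected with HCMV-luciferase (MOI 1 PFU/cell) for 72 h; compounds tested at 2 doses, normalized to buffer and Salinomycin controls.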
An asterisk follows results filed as active; ? = inconclusive; . = not tested or not shown; & = joins results of further samples; [ ] = remark or other dose. Unless noted, calls follow the shape of the dose curve; as a rule, active = well fitted curve in the direction sought with a large enough effect; inconclusive = small, poorly fitted or top-dose-only effect, or another doubt; inactive = no such curve, though single readings can be large; an effect the other way counts as inactive or inconclusive. Unless noted, % is scaled to controls: 0 for no effect and ±100 for the full control effect.

Sample of the layout, five compounds:
SMILES | FBPA Giardia inh | AmpC detergent | AMA1-RON2 inh | Sm TGR inh | AmpC inh no detg | HCMV inh
Cc1ccc(-c2csc3nnc(SCC(=O)Nc4nsc(-c5ccccc5)n4)n23)cc1 | 11.9% | -1.7% | -2.8% | -12.5% | . | ?
COc1ccc(C2C(C#N)=C(N)OC3=C2C(=O)CC(C)(C)C3)cc1OC (stereo not drawn) | 2.7% | 2.5% | 8.8% | 2.4% | -7.9% | ?
CC(=O)Nc1ccc(OC(=O)N(C)c2ccc(C)cc2)cc1 | 4.8% | -15.0% | -3.0% | 1.2% | 1.1% | -7.4
COc1ccccc1CNC(=O)Cn1cc([N+](=O)[O-])ccc1=O | . | 0.4% | 5.2% | -15.6% | -18.4% | -6.3
Cc1ccc(S(=O)(=O)N2[C@@H](c3ccc(Cl)cc3)C(C(=O)O)=CC[C@H]2c2cccc(Cl)c2)cc1 | . | -5.8% | 12.2% | -23.2% | -30.9% | 17.3

Results (from the top)
SMILES | FBPA Giardia inh | AmpC detergent | AMA1-RON2 inh | Sm TGR inh | AmpC inh no detg | HCMV inh
Cc1ccc(-c2csc3nnc(SCC(=O)Nc4nsc(-c5ccccc5)n4)n23)cc1 | 11.9% | -1.7% | -2.8% | -12.5% | . | ?
COc1ccc(C2C(C#N)=C(N)OC3=C2C(=O)CC(C)(C)C3)cc1OC (stereo not drawn) | 2.7% | 2.5% | 8.8% | 2.4% | -7.9% | ?
CC(=O)Nc1ccc(OC(=O)N(C)c2ccc(C)cc2)cc1 | 4.8% | -15.0% | -3.0% | 1.2% | 1.1% | -7.4
COc1ccccc1CNC(=O)Cn1cc([N+](=O)[O-])ccc1=O | . | 0.4% | 5.2% | -15.6% | -18.4% | -6.3
Cc1ccc(S(=O)(=O)N2[C@@H](c3ccc(Cl)cc3)C(C(=O)O)=CC[C@H]2c2cccc(Cl)c2)cc1 | . | -5.8% | 12.2% | -23.2% | -30.9% | 17.3
COc1ccc(-c2cnc3nc(/N=C/N(C)C)nn3c2/N=C/N(C)C)cc1 | -2.7% | -11.5% | 0.6% | -0.6% | -6.1% | -17.4
COc1ccc(CCNC(=O)C2CCN(C(=O)N(C)C)CC2)cc1OC | -5.6% | 1.9% | 2.5% | 4.7% | -3.2% | 26.3
O=S(=O)(c1cccs1)N1CN(Cc2ccco2)c2nc3ccccc3nc21 | ? | 7.8% | -14.9% | ? | -38.4% | 17.4
Cc1ccc(C(=O)Nc2ccccc2C(=O)N2CCN(c3ccccc3)CC2)cc1 | -0.3% | 2.8% | -0.3% | 2.2% | -5.0% | -31.9
O=S(=O)(c1ccccc1)c1ccc(N2CCCCCC2)cc1 | 8.5% | -1.3% | -1.4% | -0.5% | -10.8% | -22.1
Cc1cccc(NC(=O)Cn2c(=O)n(Cc3ccc4c(c3)OCO4)c(=O)c3oc4ccccc4c32)c1C | . | -0.5% | . | 5.2% | . | 52.0
O=[P+](Cc1ccccc1)Cc1ccccc1 | 0.2% | ? | 4.2% | -1.7% | -0.2% | -3.4
O=C(Cc1cc(=O)[nH]c(=O)[nH]1)N1CCC(Cc2ccccc2)CC1 | -1.1% | -7.1% | 9.7% | -3.3% | -12.5% | ?
COc1cc2[nH]c(-c3cccc(F)c3)cc(=O)c2cc1OC | 5.7% | ? | 2.4% | -5.9% | -23.5% | 6.7
Cc1nc(Nc2cccc(Cl)c2)c2oc3ccccc3c2n1 | -19.6% | 3.2% | 11.4% | 1.0% | -5.8% | -2.8
COc1ccc(CCNC(=O)CCNS(=O)(=O)c2ccc3c(c2)CCN3C(C)=O)cc1OC | 3.6% | ? | -1.8% | -0.2% | -6.9% | 5.5
Cc1cc(C)c(-n2c(O)c(/C=N/N3CCCCC3c3cccnc3)c(=O)[nH]c2=O)c(C)c1 (stereo not drawn) | -0.9% | -1.5% | 5.5% | -1.3% | -6.7% | -29.9
CCOc1ccc(N(CC(=O)N2CCc3ccccc32)S(=O)(=O)c2c(C)noc2C)cc1 | -1.8% | ? | -3.5% | 3.3% | -16.2% | -20.9
O=C(Nc1ccc(F)cc1)c1cc(-c2ccncc2)nc2c(Cl)cccc12 | . | -7.6% | -9.7% | 1.2% | -4.8% | ?
O=C(CNCc1ccco1)Nc1cccc(S(=O)(=O)N2CCCCC2)c1 | 17.7µM* | ? | ? | 4.4% | -12.8% | 39.0
COc1ccc(-c2nc(-c3ccccc3)c(-c3cc([N+](=O)[O-])ccc3C)[nH]2)cc1OC | -21.4% | -0.2% | -24.1% | -9.3% | -5.5% | -79.5*
Cc1ccc(N/C(N)=N/c2nc(CSc3ccc(C)cc3)cc(=O)[nH]2)cc1 | 6.7% | ? | 11.0% | 19.3% | -17.9% | -22.0
Cc1ccc(SCc2cc(=O)[nH]c(Nc3nc(C)c4ccccc4n3)n2)cc1 | -3.8% | -5.8% | -12.7% | -2.9% | -29.4% | 8.5
NS(=O)(=O)c1cccc2cccnc12 | -16.8% | 5.6% | -19.4% | 5.9% | -6.6% | 4.4
COc1ccc(C(=O)OCC(=O)NCC2CCCO2)cc1[N+](=O)[O-] (stereo not drawn) | 0.6% | 2.0% | -2.0% | 6.1% | -18.5% | 15.2
Cc1ccc(-n2c(=O)c3oc4ccccc4c3n(CC(=O)Nc3ccccc3)c2=O)cc1C | . | 18.1% | . | -1.4% | . | -66.5*
COc1cccc2cc(C(=O)Nc3ccccc3Cl)/c(=N/NS(=O)(=O)c3ccccc3)oc12 | -16.8% | 2.3% | -12.0% | -6.8% | -13.8% | -12.2
COc1ccc(-n2cc(C#N)c(=O)n(Cc3ccc(F)cc3)c2=O)cc1 | -21.0% | 0.2% | 12.7% | 8.6% | -6.1% | ?
CCCNc1c(NS(=O)(=O)c2ccc(C3CCCCC3)cc2)c(=O)oc2ccccc12 | . | ? | -14.4% | -24.2% | -20.4% | .
O=C(Nc1cc(=O)[nH]c2ncnn12)c1ccccc1Cl | ? | -20.1% | 9.4% | ? | -15.7% | -22.6
CCOc1ccccc1NC(=O)N1CCCn2nc(C)cc21 | . | 15.6% | . | 5.1% | . | -10.2
N#Cc1ccc(CN2C(=O)c3ccccc3Sc3ccc(C(=O)OCc4ccco4)cc32)cc1 | . | 25.4% | . | -30.6% | . | 20.4
COc1ccc(Cl)cc1NC(=O)CN(C)C(=O)CCSc1ccc(C)cc1 | . | -3.7% | -3.2% | -7.4% | 44.5% | ?
COc1ccc([C@]23Cc4ccccc4C(O2)C2=C(CC4(CCCCC4)OC2=O)O3)cc1 | 3.0%[12.9 µM] | -5.3%[22.9 µM] | . | -18.4%[22.9 µM] | -22.5%[11.4 µM] | .
COC(=O)c1sc(S(=O)(=O)NCc2cccs2)c(C(=O)OC)c1C | 0.3% | 3.5% | -19.7% | -3.6% | -15.9% | 5.2
COC(=O)[C@@]1(Cc2ccc(F)cc2)[C@H]2c3cc(C(=O)N(C)C)n(CCc4ccc(OC)c(Br)c4)c3C[C@H]2CN1C(=O)c1ccccc1 | -5.1%&-7.9% | ? | 0.8% | 1.0% | 61.5%[activator] | ?
COc1ccccc1NC1=C(NC(C)=O)C(=O)c2ccccc2C1=O | 11.2µM* | 3.2% | 15.5% | 3.98µM* | -8.9% | -66.0*
CCc1nc2ccccc2c(C(=O)OCC(=O)NC2CC2)c1C | . | . | -4.4% | . | -18.8% | -28.0
Cc1c(C(=O)NCC2CCCO2)oc2ccc(S(=O)(=O)N3CCCCC3)cc12 (stereo not drawn) | 5.4% | ? | -3.3% | -17.8% | 18.2% | -9.7
CCOC(=O)C1=C(O)/C(=C/c2cc(OC)c(O)c(OC)c2)SC1=Nc1ccc(OC)cc1 | -16.9% | ? | -9.1% | -15.6% | 14.3% | -0.1
Cn1c2ccc(F)cc2c2ncn(CCN3CCOCC3)c(=O)c21 | 5.5% | -3.9% | 18.7% | 7.5% | 2.4% | 95.2
Cc1ccc(NC(=O)/C=C2\NC(=O)CS2)cc1 | -10.1% | 8.0% | -6.4% | 7.9% | -33.9% | 65.0
COc1ccc(NC(=O)c2nnn(CC(=O)Nc3c(C)cc(C)cc3C)c2N)cc1OC | . | 12.2% | . | 2.6% | . | -34.3
CC(C)(CCC(=S)N1CCOCC1)C1CCCCC1 | -2.6% | ? | 4.4% | -3.5% | 26.0% | 94.5
CN(C)S(=O)(=O)c1ccc(C(=O)Nc2nnc(-c3ccc4c(c3)CCCC4)o2)cc1 | ? | ? | 148.3%[activator] | -1.6% | 2.82µM* | 3.1
CC(=O)N[C@H]1[C@H](OC2CCCCC2)O[C@H](COC(C)=O)[C@@H](OC(C)=O)[C@@H]1OC(C)=O | 4.1% | -2.4% | -8.7% | -0.5% | -0.1% | 14.2
CC1Cc2ccccc2N1C(=O)CSc1nnc(CSc2ncccn2)n1C (stereo not drawn) | -6.0% | -14.9% | 22.4% | 0.6% | 68.4% | -1.0
O=C(CCN1C(=O)C2CC=C(Cl)CC2C1=O)N1CCCCC1 (stereo not drawn) | -20.0% | 1.9% | 2.2% | -34.1% | 0.2% | -4.2
COc1ccc(Nc2nc(-c3ccncc3)nc3ccccc23)cc1 | 2.8% | -16.4% | 5.7% | -12.0% | -13.8% | -8.9
CCc1nnc(SCc2ccc(F)cc2Cl)c2cc3sccc3n12 | . | 18.4% | . | 1.0% | . | ?
CCOc1ccccc1NC=C1C(=O)OC2(CCCCC2)OC1=O | 1.6% | ? | -2.3% | 3.1% | -0.7% | -14.2
COc1ccc(OC)c(CNC(=O)CCc2cn(C)c3ccccc23)c1 | 15.5% | -0.4% | 0.0% | 12.1% | 1.8% | 47.7
CCCc1ccc2oc(C(=O)N3CCN(C4CCS(=O)(=O)C4)CC3)c(C)c2c1 (stereo not drawn) | . | -13.5% | -1.1% | -27.4% | 163.7%[activator] | 31.4
S=C(NCCCN1CCOCC1)Nc1ccc(Cl)cc1Cl | -0.2% | 6.4% | 3.9%[11.6 µM] | ? | -19.1% | -3.8
Cc1cc(NC(=O)CSc2nnc(-c3ccc(Br)o3)n2Cc2ccccc2)no1 | 6.7% | ? | -5.3% | -6.7% | -5.3% | -6.8
COC(=O)c1ccc(NC(=S)N2CCN(Cc3ccccc3Cl)CC2)cc1 | 3.8% | 8.9% | -4.5% | -18.3% | 26.7% | 2.9
Cc1c(Cl)cccc1NC(=O)CN(C1CCCCC1)S(C)(=O)=O | 10.9% | -4.8% | 8.7% | -11.3% | 30.1% | 24.1
Cc1nc2cc(-c3cccc(F)c3)nn2c(C)c1CCC(=O)Nc1ccccc1C(N)=O | . | -9.1% | . | 3.6% | . | -34.6

Compounds were not picked by outcome, and some 7.8% of all compounds hit somewhere here.
